UPR CHOP act – activators of apoptotic arm of unfolded protein response (CHOP); 0.34% of 330,000 active; CHO-CHOP luciferase reporter, UPR activation, luminescence; percent of tunicamycin response over DMSO baseline; AID 449763; activation, % at 10 µM;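 active = at 10 µM dose, activation of 40% or more, normalized to positive control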;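 note: 100% = tunicamycin at 10 µg/mL and 0% = DMSO alone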
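System: CHO CHOP reporter cells. Amount: 500 cells per well. Buffer or medium: F12 medium, 10% FBS. Compound dosing: one dose, 10 µM in 0.5% DMSO. Incubation: 6 h compound exposure at 37 °C after overnight seeding. Technique: Steady-Glo luciferase luminescence. Benchmarks: tunicamycin and DMSO controls.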
XBP1 UPR activ – activators of adaptive arm of unfolded protein response (XBP1) | AID 463104 | CHO-XBP1 luciferase reporter, IRE1-XBP1 UPR activation, luminescence; percent of tunicamycin response, DMSO as zero | 0.33% of 330,000 active | activation, % at 20 µM;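 active = versus positive control, 20 µM dose yields 30% or more activation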;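 note: 100% = tunicamycin at 10 µg/mL and 0% = DMSO only wells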
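Material: CHO-XBP1 cells stably carrying IRE1-XBP1-driven luciferase reporter | Medium: F12 with 10% serum | Compound dosing: 20 µM single concentration, DMSO 1% | Incubation: Overnight seeding at 37 °C, 6 h compound treatment at 37 °C | Detection: Steady-Glo luminescence read | Read-out basis: % activation of reporter signal versus tunicamycin and DMSO controls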
Mdm2-MdmX inh – disrupts the human Mdm2-MdmX interaction; O15151+Q00987; SaOS-2 split-luciferase Mdm2/MdmX complementation, luminescence; inhibition, % at 8 µM; 3% of 330,000 active;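 active = inhibition of at least 50% at 8 µM in the primary screen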
Target sequence (O15151 whole entry, looked up): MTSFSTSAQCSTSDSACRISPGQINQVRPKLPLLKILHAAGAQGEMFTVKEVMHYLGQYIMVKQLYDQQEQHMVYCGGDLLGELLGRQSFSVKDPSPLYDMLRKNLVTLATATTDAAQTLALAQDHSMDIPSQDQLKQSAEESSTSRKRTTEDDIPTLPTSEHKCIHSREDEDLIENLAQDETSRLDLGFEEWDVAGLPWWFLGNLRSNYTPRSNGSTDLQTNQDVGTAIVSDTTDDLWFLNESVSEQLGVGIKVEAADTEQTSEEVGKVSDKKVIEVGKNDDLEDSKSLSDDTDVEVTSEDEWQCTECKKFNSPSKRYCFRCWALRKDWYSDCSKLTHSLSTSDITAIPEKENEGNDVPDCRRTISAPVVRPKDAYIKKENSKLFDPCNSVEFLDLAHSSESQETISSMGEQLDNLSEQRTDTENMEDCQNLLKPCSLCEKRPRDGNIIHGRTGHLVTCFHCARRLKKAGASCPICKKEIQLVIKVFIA
Target sequence (Q00987 whole entry, looked up): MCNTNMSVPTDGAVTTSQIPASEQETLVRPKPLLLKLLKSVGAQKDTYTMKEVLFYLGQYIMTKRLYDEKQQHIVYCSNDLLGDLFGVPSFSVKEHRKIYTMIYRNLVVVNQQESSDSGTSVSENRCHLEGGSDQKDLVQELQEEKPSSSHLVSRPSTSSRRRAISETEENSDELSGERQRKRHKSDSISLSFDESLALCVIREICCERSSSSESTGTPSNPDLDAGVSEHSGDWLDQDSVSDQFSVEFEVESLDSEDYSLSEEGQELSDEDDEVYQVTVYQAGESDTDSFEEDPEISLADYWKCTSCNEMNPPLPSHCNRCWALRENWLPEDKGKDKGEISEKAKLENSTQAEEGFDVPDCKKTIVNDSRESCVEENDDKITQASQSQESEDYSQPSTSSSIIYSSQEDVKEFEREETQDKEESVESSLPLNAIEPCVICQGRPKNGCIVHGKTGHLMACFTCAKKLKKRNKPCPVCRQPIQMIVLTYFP
TIM10 inh – TIM10 yeast growth inhibition; S. cerevisiae TIM10 strain growth, BacTiter-Glo luminescence, 24 h; inhibition, % at 10 µM; 1.4% of 330,000 active;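 active = inhibition of 40% or more at the single tested concentration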;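 note: wild-type TIM10 isogenic control strain grown at permissive 25 °C; 0% = DMSO yeast wells and 100% = minimal medium wells without yeast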
697 NFkB inh – lowers PMA/ionomycin-induced NF-kB signal in 697 B cells; 697 B-cell NF-kB luciferase reporter, 16 h; inhibition, % at 4 µM; 0.33% of 330,000 active; in the data active = inhibition above about 35%
tim23-1 inh – growth inhibitors of tim23-1 mutant yeast | AID 463212 | inhibition, % at 20 µM | S. cerevisiae tim23-1 growth, BacTiter-Glo luminescence, 24 h | 1.3% of 330,000 active;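 active = growth inhibition of the mutant yeast at or above 50%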;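 note: temperature-sensitive mutant grown at 25 °C; plate controls were DMSO-treated mutant yeast for no effect and medium wells lacking yeast for full effect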
tim10-1 inh – tim10-1 yeast growth inhibition; inhibition, % at 20 µM; AID 463190; 2.2% of 330,000 active; S. cerevisiae tim10-1 ts strain growth, BacTiter-Glo, 24 h;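 active = inhibition of at least 40%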;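 note: mutant grown at 25 °C; 0% = DMSO wells with yeast and 100% = wells holding no yeast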
Jurkat NFkB inh – inhibitors of the PMA/ionomycin-induced NF-kB reporter in Jurkat cells; PMA/ionomycin-induced NF-kB luciferase reporter, luminescence; inhibition, % at 4 µM; 0.53% of 330,000 active; AID 435003; in the data active = inhibition above about 50%
The depositor's hits bear a star.

SMILES	UPR CHOP act	XBP1 UPR activ	Mdm2-MdmX inh	TIM10 inh	697 NFkB inh	tim23-1 inh	tim10-1 inh	Jurkat NFkB inh
O=S(=O)(Nc1ccc(Br)cc1)c1cccc2cccnc12	-1.6	-2	9	5	15	4	6	-6
CCOC(=O)C1(CC2CCCCO2)CCN(Cc2ccccc2-c2ccco2)CC1 (stereo not drawn)	0.2	-4	-6	3	14	17	5	9
CCCn1c(SCC(=O)Nc2cc(S(=O)(=O)N3CCOCC3)ccc2Cl)n[nH]c1=O	-0.5	2	-9	-8	3	-4	-3	3
O=C(CCN1C(=O)S/C(=C/c2ccccc2)C1=O)Nc1ccc(O)c(C(=O)O)c1	0.5	-4	12	3	-6	-10	-3	-2
CCCCC(O)(C(NC=O)C(=O)OC)C(F)(F)F (stereo not drawn)	0.8	-2	-9	-2	18	2	10	0
Cc1nn(Cc2ccc(Cl)cc2Cl)c(C)c1NC(=O)Cn1nc([N+](=O)[O-])c(Cl)c1C	0.8	11	-2	6	4	10	14	5
CC(Oc1ccccc1Cl)C(=O)/C=C/N(C)C (stereo not drawn)	-1.9	-2	22	-8	17	-10	30	-13
Fc1ccccc1OCCCCN1CCCCC1	-0.6	-1	-10	-21	13	12	-3	6
CCC(C)(C)n1nnnc1C(c1ccc(C)cc1)N1CCC(C)CC1 (stereo not drawn)	-1.6	1	10	38	1	45	41*	-4
CCOC(=O)N1CCN(CCC(=O)Nc2cc(OC)ccc2OC)CC1	-1.2	-1	-21	-3	12	5	6	0
O=C(Cc1cccs1)N/N=C/C=C/c1ccccc1[N+](=O)[O-]	2.4	1	-5	-26	-10	17	-17	-16
COc1ccc(NC(=O)c2cccnc2N2CCCC2)cc1	-0.1	-2	9	13	15	22	3	-6
CCc1nc(SCc2ccccc2C)n[nH]1	2.2	1	11	-4	-35	3	-1	1
CC(=O)c1cnn(-c2c(Cl)cc(Cl)cc2Cl)c1C	-1.8	-3	3	5	-2	8	6	-1
CCCCC(=O)Nc1ccc(C(=O)c2ccccc2)cc1	4.8	2	-13	17	-19	36	26	-31
CC12CCC(=O)N1C(C(=O)NCCN1C(=O)S/C(=C\c3ccccc3Cl)C1=O)CS2 (stereo not drawn)	1.8	-2	-12	20	10	37	23	-12
Cc1ccc(N2C(=O)c3cccc4c(Oc5ccccc5[N+](=O)[O-])ccc(c34)C2=O)c(C)c1	-0.1	-4	39	15	-6	19	7	-6
COc1ccc(C(=O)NC2CCN(CC(=O)Nc3c(C)cccc3C)CC2)cc1OC	2.0	-3	14	-2	6	8	12	15
Cc1cc(-n2cc(Br)c(=O)[nH]c2=O)nc(-c2ccccc2)n1	0.2	-1	10	4	13	20	21	4
CCC(CC)NC(=O)CN(c1ccccc1OC)S(=O)(=O)c1cccs1	1.5	-2	-4	-8	15	24	8	4
CCCN1CCN(CC(=O)Nc2nnc(CC)s2)CC1	3.9	0	18	3	-5	-6	-7	-13
FC(F)(F)c1ccccc1NC(=S)Nc1ccccc1	-0.6	-2	-1	14	5	7	9	10
CC1(C)OC(=O)C(=CNC(Cc2c[nH]c3ccccc23)C(=O)O)C(=O)O1 (stereo not drawn)	-0.8	-2	31	7	15	-1	-1	-17
COc1ccc2c(CC(=O)Nc3ccc(OC)nc3)coc2c1	0.6	-3	19	-4	17	8	-2	13
O=C(NC(Cc1ccccc1)c1ccc2c(c1)OCCCO2)c1ccc(F)cc1 (stereo not drawn)	0.3	-1	3	13	12	25	18	-5
SMILES	UPR CHOP act	XBP1 UPR activ	Mdm2-MdmX inh	TIM10 inh	697 NFkB inh	tim23-1 inh	tim10-1 inh	Jurkat NFkB inh
O=C(OCC(=O)N1CCCC1)c1ccc(S(=O)(=O)Nc2ccccc2)cc1	-0.7	1	2	-4	-4	4	6	-1
COc1ccc(-c2csc3nc[nH]c(=O)c23)cc1OC	-1.6	-4	8	-8	-6	10	13	-34
C=CCN1C(=O)c2ccccc2C1(O)Cc1ccccc1 (stereo not drawn)	0.0	3	-9	-2	-2	17	23	-6
COc1ccc(C2=NOC(C)(c3nnc(-c4ccc(F)cc4)o3)C2)cc1 (stereo not drawn)	-1.7	1	2	-15	10	13	-6	-13
COc1ccc(-c2cc(C(F)F)n3ncc(C(=O)Nc4cccc(S(=O)(=O)N5CCOCC5)c4)c3n2)cc1	0.9	0	22	12	-16	15	11	11
O=C(NN=Cc1ccccc1C(=O)O)c1cccc(S(=O)(=O)Nc2cccc(C(F)(F)F)c2)c1	-1.3	2	29	9	5	7	21	-8
COc1ccc(NC(=S)NNC(=O)Cn2nc(C(F)F)cc2C(F)F)cc1	2.1	2	-35	7	3	-6	6	1
C=CCSc1nc(N)c(C#N)c(-c2ccc(C)cc2)c1C#N	1.6	3	25	15	7	7	8	-12
Cc1cccc(NC(=O)c2cc(-c3cccnc3)nc3c(C)cccc23)n1	-0.3	-5	50*	6	-8	21	32	10
CCOC(=O)C1Nc2ccc(C)cc2C2C=CCC12 (stereo not drawn)	2.9	0	22	15	23	19	21	18
CC1=C(C(=O)Nc2cccnc2)C(c2ccc(C(C)C)cc2)n2ncnc2N1 (stereo not drawn)	-0.5	-2	10	-5	20	1	-19	4
COc1ccccc1N(C)S(=O)(=O)c1ccc(C(=O)OC(C)C(=O)NCc2ccc3c(c2)OCO3)cc1 (stereo not drawn)	-2.9	-5	-34	6	-7	25	22	17
O=C(CSc1nc2ccccc2c(=O)n1CCCN1CCOCC1)Nc1ccc2c(c1)OCO2	-0.9	-1	-13	12	2	1	14	19
COc1ccc(-c2ccc([C@H]3[C@@H]4C=CCC[C@@]4(C)C(=O)N3Cc3ccccc3)c(F)c2)cc1	0.3	0	45	6	15	1	18	7
O=C(CN1C(=O)c2cccc3cccc1c23)N1CCN(c2ccccc2)CC1	-1.6	-1	3	-23	22	-7	14	1
O=C(CN(C(=O)CCC(=O)Nc1nccs1)c1cccc(C(F)(F)F)c1)NCC1CCCO1 (stereo not drawn)	-1.8	-3	-11	1	5	16	-17	-3
CCOC(=O)c1oc2ccccc2c1COC(=O)CNC(=O)c1cccc(C)c1	-0.8	-2	-6	6	12	21	16	8
CC(C)COc1ccc(C(=O)N/N=C/c2ccoc2)cc1	4.3	-4	-6	1	-29	25	0	2
COc1cccc(/C=N/NC(=O)CC2C(=O)NN=C2C)c1OC (stereo not drawn)	0.0	-1	9	1	8	0	14	10
Cc1nc2sccn2c1P(c1c(C)nc2sccn12)c1c(C)nc2sccn12	-2.1	-1	-27	1	-15	-1	0	-12
CCCS(=O)(=O)N1CCC(C(=O)NCc2ccc(F)cc2)CC1	1.9	0	-9	-16	-21	-5	12	-4
CC(=O)Nc1ccc(S(=O)(=O)Nc2cccc(S(=O)(=O)N(C)c3ccccc3)c2)cc1	-1.4	-2	32	-9	-5	-10	-18	-11
CCN(CC(=O)NC1CC1)S(=O)(=O)c1ccccc1	1.6	-7	20	-6	10	-3	-8	-2
NC(=O)CSc1nc2ccccc2nc1SCC(N)=O	-2.9	2	-28	-6	4	11	1	-5
CCOc1ccc(NC(=O)CSc2nnc(C)n2CC2CCCO2)cc1 (stereo not drawn)	-1.3	-3	-29	13	-6	16	7	-18
SMILES	UPR CHOP act	XBP1 UPR activ	Mdm2-MdmX inh	TIM10 inh	697 NFkB inh	tim23-1 inh	tim10-1 inh	Jurkat NFkB inh
CCOCCCNC(=O)C1CCCN(S(=O)(=O)c2cccc3nsnc23)C1 (stereo not drawn)	1.3	-2	11	2	2	3	-9	5
CCC(=O)Nc1cc2c(cc1C(=O)CC)OCCO2	-1.9	-1	9	-4	15	5	3	9
COc1ccc(Cl)cc1S(=O)(=O)N1CCN(Cc2ccc3c(c2)OCO3)CC1	0.5	2	-8	31	14	44	29	10
O=C(CCc1ccc(S(=O)(=O)NC2CCCCC2)cc1)NCc1ccccn1	-0.1	-4	-13	1	9	-4	-7	9
Cc1cc(Cl)c2oc(C(=O)NC3CCC(O)CC3)c(C)c2c1 (stereo not drawn)	7.7	3	0	-1	-24	5	14	-46
COc1cccc(C2CC(C(F)(F)F)n3ncc(C(=O)Nc4c(C)n(C)n(-c5ccccc5)c4=O)c3N2)c1 (stereo not drawn)	-1.7	-1	-5	13	6	0	3	-3
CN(C)S(=O)(=O)c1ccc(N2CCCC2)c(C(=O)NC(c2ccccc2)c2ccccc2)c1	2.1	-4	41	7	27	-2	-2	2
CCC(=O)N(Cc1ccc(S(N)(=O)=O)cc1)C1CC(=O)N(c2ccc(OC)cc2)C1=O (stereo not drawn)	-0.3	0	4	5	15	10	2	16
COCCCn1c(=O)/c(=C\c2ccccc2OC(C)C)s/c1=C(/C#N)C(=O)Nc1ccc(C(=O)O)cc1	4.3	-2	23	-1	33	6	7	13
COc1ccccc1N(CC(=O)N/N=C(\C)c1cccc(Br)c1)S(C)(=O)=O	-0.6	3	7	10	0	8	4	5
O=S(=O)(c1ccc(S(=O)(=O)n2cnc3ccccc32)cc1)N1CCCCCC1	0.6	-2	-15	-8	-6	4	3	3
O=C(O)/C=C/C(=O)Nc1ccc(Cc2ccc(NC(=O)/C=C/C(=O)O)cc2)cc1	-2.6	-1	9	-20	23	2	-19	-13
CC(=O)Nc1nc(-c2ccccc2)nc(C)c1C(C)=O	-1.4	-2	7	-8	6	4	5	-4
c1ccc(-c2nnc(-c3ccccc3)o2)cc1	1.8	0	-37	-5	-131	-7	-37	-114
CCCCc1ncc(CN2CCC(CC3CCCCO3)(C(=O)OCC)CC2)[nH]1 (stereo not drawn)	1.7	1	15	-9	-21	-4	-11	-16
Cc1ccnc(NC(=O)C(Cc2ccccc2)NC(=O)c2ccccc2)c1 (stereo not drawn)	-0.6	0	10	6	6	26	28	-6
Cc1cccc(N(CC(=O)NC(C)(C)C)C(=O)CS(=O)CC(=O)Nc2ccc3c(c2)OCO3)c1 (stereo not drawn)	-0.5	-6	22	-1	5	11	-8	3
O=C(O)C1CCCCC1C(=O)Nc1ccc(OCc2ccccc2)cc1 (stereo not drawn)	6.9	-5	-5	0	3	9	-2	9
CCN(CC(=O)Nc1ccc(Br)cc1)CC(=O)Nc1cc(C)on1	0.4	1	-4	5	-23	17	21	-6
COc1ccc(/C=c2/sc3n(c2=O)NC2(c4ccccc4)N(C)C(=O)N(C)C2(c2ccccc2)N=3)cc1 (stereo not drawn)	0.5	-3	32	18	-11	29	13	2
COc1ccc(-n2nc(C(=O)NCc3cc(OC)ccc3OC)c3c4ccccc4n(C)c3c2=O)cc1	-0.9	-3	30	18	11	9	15	-1
CN(C)c1ccc(C(=O)NC2CCCc3ccccc32)cc1 (stereo not drawn)	2.7	3	5	31	-5	9	21	0
Cc1nc(Nc2nc(CSc3ccc(Cl)cc3)cc(=O)[nH]2)nc2ccccc12	3.6	7	25	19	0	7	16	8

In another format: entries from further up.
Compound,UPR CHOP act,XBP1 UPR activ,Mdm2-MdmX inh,TIM10 inh,697 NFkB inh,tim23-1 inh,tim10-1 inh,Jurkat NFkB inh
COc1ccccc1N(CC(=O)N/N=C(\C)c1cccc(Br)c1)S(C)(=O)=O,-0.6,3,7,10,0,8,4,5
O=S(=O)(c1ccc(S(=O)(=O)n2cnc3ccccc32)cc1)N1CCCCCC1,0.6,-2,-15,-8,-6,4,3,3
O=C(O)/C=C/C(=O)Nc1ccc(Cc2ccc(NC(=O)/C=C/C(=O)O)cc2)cc1,-2.6,-1,9,-20,23,2,-19,-13
CC(=O)Nc1nc(-c2ccccc2)nc(C)c1C(C)=O,-1.4,-2,7,-8,6,4,5,-4
c1ccc(-c2nnc(-c3ccccc3)o2)cc1,1.8,0,-37,-5,-131,-7,-37,-114

Random draw from the library, and some 6.6% of all compounds hit somewhere here.
